ZTA DNA inh: blocks Epstein-Barr virus ZTA, an EBNA-1 counter-screen. P03206. ZTA-DNA binding, fluorescence polarization. inhibition, % at 11 µM. 320,000 compounds, 0.15% hits. AID 2234; in the data active means inhibition above about 33%
Target sequence (P03206 whole entry, looked up): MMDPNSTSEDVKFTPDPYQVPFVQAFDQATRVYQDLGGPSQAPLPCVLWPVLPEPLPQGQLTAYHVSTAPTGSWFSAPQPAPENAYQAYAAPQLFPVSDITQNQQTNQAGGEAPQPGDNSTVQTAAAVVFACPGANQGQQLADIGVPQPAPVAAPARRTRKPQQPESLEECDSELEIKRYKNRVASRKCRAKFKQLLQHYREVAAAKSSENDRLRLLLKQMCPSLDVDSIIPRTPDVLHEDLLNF
Fam108B inh: blocks mouse Fam108B hydrolase in RBBP9 counter-screen | inhibition, % at 9.51 µM | 300,000 compounds, 0.33% hits | AID 1947 | recombinant Fam108B, FP-Rh probe fluorescence polarization;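 active means inhibition above the screen mean inhibition plus 3 SD, computed separately per campaign, cut at about 18% in these data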;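 further: inhibitors lower polarization as less probe binds the enzyme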
Efflux pump mplx: antifungal efflux pump inhibition, Nile Red retention. S. cerevisiae Candida pump triplex. inhibition, % at 10 µM. 330,000 compounds, 0.44% hits. AID 485275;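 active means plate passing quality check with inhibition over a set limit, or well fluorescence over plate mean plus 4 SD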;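 further: Nile Red retained in pooled yeast measured as flow cytometry median fluorescence; 0% = buffer negative control and 100% = Enniatin B positive control; higher means more Nile Red kept so more efflux inhibition; some compounds called inactive have numbers as strong as hits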
Yeast superoxide: yeast age-related superoxide inhibition as caloric restriction mimetic. S. cerevisiae aged cells, superoxide DHE fluorescence; stronger effect = lower value. superoxide response (% of plate mean), % at 10 µM. 330,000 compounds, 0.18% hits;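 active means superoxide response under a set limit, about three screen SD below normal, cut at about 65% in these data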;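 further: yeast aged for seven days with compound at 30 °C before DHE staining; 100% = average MFI of all compound-treated wells on the plate with controls excluded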
GLD-1 TGE inh: GLD-1-TGE RNA interaction inhibition (C. elegans); Q17339; purified GLD-1 + fluorescein TGE RNA, fluorescence polarization; inhibition, % at 5.96 µM; 320,000 compounds, 0.44% hits;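 active means percent inhibition above a per-plate cutoff, the plate mean of test compounds plus 3 SD, cut at about 30% in these data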;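 further: 0% = DMSO wells with GLD-1 and probe and 100% = wells lacking GLD-1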
Target sequence (Q17339 whole entry, looked up): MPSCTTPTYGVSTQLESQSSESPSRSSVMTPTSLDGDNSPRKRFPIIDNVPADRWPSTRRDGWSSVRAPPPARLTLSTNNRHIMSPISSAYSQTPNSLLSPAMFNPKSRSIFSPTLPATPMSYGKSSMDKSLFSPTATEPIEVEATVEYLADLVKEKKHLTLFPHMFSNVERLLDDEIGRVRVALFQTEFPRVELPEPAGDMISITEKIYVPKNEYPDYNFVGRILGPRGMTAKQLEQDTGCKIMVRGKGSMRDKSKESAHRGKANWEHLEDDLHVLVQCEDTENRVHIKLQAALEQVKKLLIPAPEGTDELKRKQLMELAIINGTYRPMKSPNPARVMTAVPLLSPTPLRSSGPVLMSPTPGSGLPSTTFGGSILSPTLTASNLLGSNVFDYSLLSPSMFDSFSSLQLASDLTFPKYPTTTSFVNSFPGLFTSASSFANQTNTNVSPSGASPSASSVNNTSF
MCL1 BIM primary: MCL1-BIM-BH3 interaction inhibition (human); 320,000 compounds, 0.68% hits; inhibition, % at 10.9 µM; Q07820; GST-MCL1 / FITC-Bim-BH3 fluorescence polarization; AID 2057;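 active means inhibition above the mean inhibition of all tested compounds plus 3 SD, set per campaign, cut at about 40% in these data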;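 further: 0% = DMSO wells and 100% = unlabeled Bim-BH3 peptide control; higher means more loss of mP so more displacement of Bim peptide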
Target sequence (Q07820 whole entry, looked up): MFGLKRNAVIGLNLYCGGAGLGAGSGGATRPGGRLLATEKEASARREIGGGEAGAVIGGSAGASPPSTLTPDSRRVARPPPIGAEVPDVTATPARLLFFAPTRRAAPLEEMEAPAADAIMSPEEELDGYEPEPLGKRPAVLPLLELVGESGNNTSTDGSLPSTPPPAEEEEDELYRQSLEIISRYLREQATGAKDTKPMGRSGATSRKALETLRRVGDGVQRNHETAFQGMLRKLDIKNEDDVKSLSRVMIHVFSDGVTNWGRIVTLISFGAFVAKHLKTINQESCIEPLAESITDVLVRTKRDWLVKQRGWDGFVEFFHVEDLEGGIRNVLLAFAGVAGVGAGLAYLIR
BCLXL inh: blocks human Bcl-xL binding to Bim BH3 peptide; GST-Bcl-xL / FITC-Bim BH3 peptide fluorescence polarization; 320,000 compounds, 0.7% hits; AID 2129; Q07817; inhibition, % at 10.9 µM;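 active means inhibition above the mean of all tested compounds plus 3 SD, cutoff set per campaign, cut at about 30% in these data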;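 further: 0% = DMSO wells and 100% = unlabeled Bim-BH3 peptide competitor; inhibitors lower millipolarization by displacing the labeled peptide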
MEX-5 binding: C. elegans MEX-5 TCR-2 RNA binding activity | MEX-5/FITC-TCR2 RNA binding, fluorescence polarization; stronger effect = lower value | activity score (negative = inhibition of binding), % at 10 µM | 300,000 compounds, 0.38% hits | AID 1832;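 active means inhibition past about -25% in most replicates, and total fluorescence under double the plate's negative control median, limit read from the data; inconclusive means replicates evenly split on the limit, or fluorescence at least double controls; inactive means too little inhibition in most replicates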;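 further: 0% = DMSO and -100% = 5 µM competing unlabeled TCR2 RNA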
EBNA-1 inh: blocks EBNA-1 binding to DNA | EBNA-1 DNA binding, fluorescence polarization | 300,000 compounds, 0.34% hits | AID 1950 | inhibition, % at 14.8 µM; in the data active means inhibition above about 28%
* = called active by the depositor; ? = inconclusive; nt = no result given. Not a hit list. About 2.3% of those tested had a hit in this group.

SMILES	ZTA DNA inh	Fam108B inh	Efflux pump mplx	Yeast superoxide	GLD-1 TGE inh	MCL1 BIM primary	BCLXL inh	MEX-5 binding	EBNA-1 inh
CN(C(=O)COC(=O)CN1C(=O)C2CC=CCC2C1=O)c1ccccc1 (configuration not stated)	-12	6	0.0	103	-1	0	8	1.9	8
COc1ccc(CCN2C(=O)c3cccc4cccc(c34)C2=O)cc1OC	8	-4	-0.2	86	7	0	3	-3.1	2
COC(=O)c1ccc(C2C(C(=O)c3ccc(C)o3)=C(O)C(=O)N2c2cc(C)on2)cc1 (configuration not stated)	-3	0	-0.1	93	3	5	8	-1.3	-2
CC(C)C(=O)N1CCN(c2ccc(NC(=O)c3ccc([N+](=O)[O-])o3)cc2)CC1	-30	-3	-0.1	104	9	5	6	4.6	-8
COc1c2occc2c(OC)c2c(=O)cc(C(F)(F)F)oc12	-3	-1	-0.1	98	0	4	2	-0.5	11
COc1cc(NC(=O)c2ccc(Br)o2)ccc1NC(=O)C(C)C	-7	4	-0.2	94	7	-1	4	-1.7	1
CCOC(=O)/C(C#N)=C/c1cn(CCOc2ccccc2)c2ccccc12	4	-6	-0.1	104	-6	11	1	-0.1	-6
CCN(CCn1cccn1)C(=O)CC1C(=O)NCCN1Cc1cccc(OC)c1OC (configuration not stated)	-9	0	0.1	91	-7	16	10	0.2	-12
Cc1ccccc1NC(=O)NC1(C(=O)NCCCN2CCOCC2)CCCCC1	4	-4	0.1	85	4	8	-1	0.9	7
O=C(C1CCCN(S(=O)(=O)c2ccccc2)C1)N1CCN(c2ccccc2)CC1 (configuration not stated)	-5	0	-0.1	97	4	6	5	2.0	-9
COc1ccc(-n2c(SCC(=O)Nc3ccc([N+](=O)[O-])cc3OC)nc3ccccc32)cc1	10	1	-1.2	97	5	-2	3	2.2	10
O=C(NC1CCCCCC1)c1cc(=O)[nH]c2ccc(S(=O)(=O)N3CCOCC3)cc12	-11	2	0.0	107	5	-15	-16	-1.2	4
CC(C)(C)c1ccc(OCC(=O)N(Cc2cccs2)C2CCS(=O)(=O)C2)cc1 (configuration not stated)	1	4	0.1	107	2	5	1	-0.1	-3
COc1ccc(NC(=O)CSc2n[nH]c(-c3ccccc3)n2)cc1S(N)(=O)=O	11	nt	0.0	109	7	6	4	nt	nt
O=C(CSc1nnc(CNC(=O)c2cccs2)o1)NC1CCCCC1	-3	-2	-0.1	93	7	-6	-1	-2.2	-1
COc1ccc(-c2cn3cccnc3n2)cc1NC(=O)C(C)Oc1ccccc1 (configuration not stated)	-3	-5	0.0	84	2	-2	2	1.2	7
CN(CC(=O)Nc1cccc(F)c1)C(=O)CCCn1c(=O)oc2ccccc21	-9	-2	0.2	110	-4	2	2	3.2	-5
CCn1c(C(C)NC(C)=O)nc2ccccc21 (configuration not stated)	7	-2	0.0	92	3	3	2	0.0	8
CCc1nnc(NC(=O)CSc2nnnn2C)s1	-5	-2	-0.1	97	5	-1	-1	1.1	-8
CCOC(=O)c1cc2c(=O)n3ccccc3nc2n(CCCOC)c1=NC(=O)c1cccnc1	-1	-3	0.0	112	7	7	7	0.6	8
O=C(Nc1ccc(OC(=O)c2ccncc2)cc1)c1ccncc1	-4	-4	0.2	112	-4	1	3	0.1	-15
O=c1[nH]c(C2CCN(S(=O)(=O)c3ccccc3)CC2)nc2c1nnn2Cc1c(F)cccc1Cl	6	-6	0.7	98	1	3	2	-0.3	1
Cc1ccc(Cl)cc1NC(=O)CSC(N)=O	8	1	0.0	99	4	9	1	2.1	7
C=CCN1C(=O)c2ccccc2Sc2ccc(C(=O)NC(C)C)cc21	10	4	-0.1	85	3	-2	2	3.2	4
O=C(COC(=O)c1ccccc1C(=O)c1ccccc1)Nc1cccc([N+](=O)[O-])c1	-26	1	-0.2	96	6	11	3	0.1	-8

More results
SMILES	ZTA DNA inh	Fam108B inh	Efflux pump mplx	Yeast superoxide	GLD-1 TGE inh	MCL1 BIM primary	BCLXL inh	MEX-5 binding	EBNA-1 inh
O=C(O)CC1SC(=Nc2ccc(O)cc2)NC1=O (configuration not stated)	15	3	-0.2	92	8	2	7	0.1	13
COc1ccc(Cn2nnnc2CN2CCCCCC2)cc1	2	0	0.8	108	4	7	2	-2.7	2
Cn1c(CSc2nc3ccccc3s2)nnc1SCC(=O)NCc1cccnc1	1	-4	-0.3	106	8	-1	-2	0.5	2
CC(C)(C)OC(=O)N[C@@H](Cc1ccccc1)C(=O)N[C@@H](CO)[C@H](O)[C@@H]1C[C@@H]1C(=O)NC1CC1	6	-1	-0.2	98	1	5	7	-2.4	13
CCOC(=O)c1c(NC(=O)Nc2ccc(F)cc2)sc2c1CCN(C)C2	-2	-2	0.1	101	2	4	3	?	23
CCOC(=O)c1c(C)[nH]c2ccc(O)cc12	15	-3	0.1	99	1	1	1	2.7	-3
O=C(NCc1ccco1)C(c1ccc(F)cc1)N(Cc1cccnc1)C(=O)Cn1nnc2ccccc21 (configuration not stated)	11	1	0.1	108	3	5	0	1.5	-7
COCCNc1nnc(SCC(=O)NNC(=O)c2ccco2)s1	-4	nt	-0.1	107	3	8	4	nt	nt
Cc1cc(C)cc(NC(=S)N(Cc2cccc(Br)c2)CC2CCC(C(=O)O)CC2)c1 (configuration not stated)	8	-2	-0.1	117	2	0	7	2.2	8
CCOC(=O)c1ccc(CNC(=O)C(Cc2c[nH]c3ccccc23)NC(C)=O)o1 (configuration not stated)	-4	12	-0.1	100	-1	7	4	-0.6	7
Cc1cccc(-c2sc(Nc3ccccc3)n[n+]2-c2ccccc2)c1	-2	-1	0.0	99	-5	12	3	nt	-6
O=C(Nc1ccccc1N1CCCC1)c1ccc(F)c(S(=O)(=O)N2CCOCC2)c1	-4	0	-0.2	85	-2	0	1	-2.5	0
C=CCNC(=O)CC(=O)N/N=C/c1ccc(C(=O)OC)cc1	5	6	-0.2	90	2	10	0	-1.3	10
CCN(CC)c1ccc(NC(=O)c2ccc(NC(=O)C3CCCO3)cc2)c(C)c1 (configuration not stated)	6	-4	-0.5	85	-5	-6	-4	nt	-1
CCCCNC(=O)C1CCCN1C(=O)Nc1ccccc1 (configuration not stated)	11	2	0.1	118	7	0	3	2.2	12
Cc1c(C(=O)N/N=C/c2ccc(-c3ccccc3[N+](=O)[O-])o2)sc(N)c1C#N	9	10	0.6	124	1	3	10	0.4	11
NNC(=O)c1nnn(-c2nonc2N)c1CN1CCc2ccccc2C1	7	1	-0.1	110	10	10	3	5.1	-3
Fc1ccc(-c2nnc3ccc(N4CCc5ccccc5C4)nn23)cc1	17	-5	0.2	106	3	7	3	1.1	5
Cc1ccc(OCC(=O)Nc2ccc(-c3nnc(-c4ccco4)o3)cc2)cc1	13	-3	0.1	89	0	-19	-8	-0.8	0
COc1ccccc1CNC(=O)c1cc2ccccc2oc1=O	14	1	0.0	99	0	8	3	1.7	14
O=C(c1ccco1)N1CCN(S(=O)(=O)c2cccs2)CC1	0	-1	0.2	112	0	-5	-3	-1.1	-10
CNC(=O)NC(=O)COc1ccc2oc3c(c2c1)CCCC3	2	1	0.0	95	5	4	5	-1.3	-7
COc1ccc(/C=N/NC(=O)c2ccc(Cl)c(S(N)(=O)=O)c2)cc1OCC(N)=O	-13	-2	0.0	99	-4	6	5	1.3	-1
O=C(Nc1ccccc1N1CCOCC1)c1ccc2ccccc2n1	-8	-2	0.1	94	-2	3	5	-1.9	12
CCOc1ccc(CCNC(=O)COC(=O)c2cccc(S(=O)(=O)N3CCCCC3)c2)cc1OCC	15	3	0.1	109	-1	-3	2	1.0	-8

One compound at a time, from the list above. Values in the order: ZTA DNA inh	Fam108B inh	Efflux pump mplx	Yeast superoxide	GLD-1 TGE inh	MCL1 BIM primary	BCLXL inh	MEX-5 binding	EBNA-1 inh
Cc1cccc(-c2sc(Nc3ccccc3)n[n+]2-c2ccccc2)c1 is listed as -2	-1	0.0	99	-5	12	3	nt	-6
O=C(Nc1ccccc1N1CCCC1)c1ccc(F)c(S(=O)(=O)N2CCOCC2)c1 is listed as -4	0	-0.2	85	-2	0	1	-2.5	0

Next section.
SMILES	ZTA DNA inh	Fam108B inh	Efflux pump mplx	Yeast superoxide	GLD-1 TGE inh	MCL1 BIM primary	BCLXL inh	MEX-5 binding	EBNA-1 inh
CCOCCc1nnc(NC(=O)Cc2ccccc2)s1	-2	-3	0.0	91	0	11	10	0.2	7
CC(C)NS(=O)(=O)c1ccc(NC(=O)CCc2ccccc2)cc1	-17	-2	-0.2	94	6	3	1	2.7	0
Cc1cccc(NC(=S)N2CCCN(c3ncccc3[N+](=O)[O-])CC2)c1	5	1	0.1	101	5	8	3	-0.9	1
Nc1cc(=O)[nH]c(SCc2ccccc2Cl)n1	-7	3	0.3	97	-7	0	1	0.5	-15
Cn1cccc1C(=O)N1CCc2ccccc2C1	2	-4	1.9	93	-1	3	-1	1.5	10
C=CCn1c(Cc2csc(N)n2)nnc1SCc1ccc(C(=O)OC)cc1	13	-1	-0.1	100	0	2	5	0.0	3
Cc1c(NC(=O)c2coc(=O)c(Br)c2)c(=O)n(-c2ccccc2)n1C	-15	6	-0.1	97	3	3	4	-45*	-5
Cc1ccc(S(=O)(=O)NCc2csc(-c3cccs3)n2)cc1	17	3	0.1	110	1	-5	3	-0.2	8
O=C(Nc1ccccc1N1CCOCC1)c1ccc(Cl)c(S(=O)(=O)NCc2ccco2)c1	3	1	0.2	88	2	7	7	-0.1	-13
COc1cc(OC)cc(-c2cc3nc(C)c(CCC(=O)O)c(=O)n3[nH]2)c1	-1	1	-0.1	104	-4	-3	6	-2.3	3
CCCCCCCNC(=O)C1(CC2CC(c3cccc(Br)c3)=NO2)CCN(C(=O)OC(C)(C)C)CC1 (configuration not stated)	2	0	0.2	99	4	-2	-8	4.0	-2
COCCN(C(=O)COC(=O)c1cc2ccccc2cc1O)c1c(N)n(Cc2ccccc2)c(=O)[nH]c1=O	-8	-3	0.0	91	1	4	6	-0.5	-1
Fc1ccc(NC(=S)N2CCCC(c3ccccc3)=N2)cc1	7	-5	0.0	97	3	13	4	2.4	4
CN(C)CCCOc1nc2c(c(=O)n(C)c(=O)n2C)n1C	-4	1	0.1	108	0	3	2	1.6	-10
CCc1ccc(-c2nn(Cc3ccccc3)cc2C(=O)NCC2CCCO2)cc1 (configuration not stated)	5	nt	-0.2	114	5	7	5	nt	nt
CN(Cc1ccccc1)C(=O)CCC1CCN(C(=O)CCC(F)(F)F)CC1	-9	7	0.3	121	-3	-13	-2	0.4	0
O=C(O)C[C@H]1c2cc(C(F)(F)F)ccc2S(=O)(=O)N1C1CCCCC1	-2	1	0.1	100	-1	2	3	-2.9	-16
COc1ccc(NS(=O)(=O)c2cc(C)ccc2OC)cc1OC	-6	3	0.0	102	5	1	8	0.4	-8
Cc1cccc(CCNC(=O)CCS(=O)(=O)c2ccc(Br)cc2)c1	-13	-1	-0.2	104	7	10	5	-3.9	-1
Cc1ccc(NC(=O)Cn2nc(C(=O)O)c3ccccc3c2=O)c([N+](=O)[O-])c1	3	0	0.2	111	5	-1	-1	1.0	0
COC(=O)C1C(O)=CC(=O)CC1C (configuration not stated)	-21	2	-0.2	84	8	1	6	-0.5	-11
CCOC(=O)C1=C(C)OC(N)=C(C#N)C1c1cc(Cl)c(OCC(N)=O)c(OC)c1 (configuration not stated)	17	1	0.0	119	3	6	9	-0.3	6
Cc1cc(Cl)ccc1OCC(=O)OCC(=O)NC1CCS(=O)(=O)C1 (configuration not stated)	8	nt	-0.1	105	2	-3	0	nt	nt
O=C(/C=C/c1cccc([N+](=O)[O-])c1)NC(=S)Nc1cccc(NC(=O)c2ccccc2Cl)c1	-6	-1	-0.2	95	-1	4	2	1.7	8

Screens (PubChem BioAssay)
